High-throughput results deposited in PubChem by NCI.
NCI-60 one-dose screen, 48 h, at 10 µM unless noted. Numbers give growth in % (100 = growth as untreated, 0 = no growth, -100 = all killed).
TK-10 – TK-10 renal cancer cells. 3.9% of 81,000 active
UO-31 – UO-31 renal cancer; 5.2% of 81,000 active; AID 1794768
SK-OV-3 – SK-OV-3 ovarian cancer cells; 3.2% of 80,000 active
786-0 – 786-0 renal cancer cells | 5.1% of 81,000 active | AID 1794775
RXF 393 – RXF 393 renal cancer cells. 6.9% of 77,000 active. AID 1794773
ACHN – ACHN renal cancer. 4.9% of 81,000 active. AID 1794771
SN12C – SN12C renal cancer cells. 3.8% of 81,000 active
IGROV1 – IGROV1 ovarian cancer; 4.7% of 79,000 active; AID 1794786
* = called active by the depositor; / = no result given; & = joins results of further samples; [ ] = dose if it differs, or a comment. The calls were made as follows: active = growth percent below 10; inactive = the rest.

SMILES	TK-10	UO-31	SK-OV-3	786-0	RXF 393	ACHN	SN12C	IGROV1
Nc1nc(=S)[nH]c(=S)[nH]1	98	80	101	90	109	99	99	95
CC(C)CC(=O)CC(=O)c1ccco1	106	86	98	98	114	109	102	109
CCCCCCCCCC(=O)OCCCC(CCC(CCC1CCCO1)OC(=O)CCCCCCCCC)OC(=O)CCCCCCCCC (centres undefined)	98	97	84	100	103	98	108	98
COc1ccc2c(ccc(=O)n2C)c1	99	85	108	112	117	96	98	106
COCCOC(=O)C1=C(C)NC(=S)N(C(C)=O)C1c1ccc2c(c1)OCO2 (centres undefined)	102	82	97	108	111	102	97	106
Cc1ccc2ccccc2c1Nc1ccc(Nc2c(C)ccc3ccccc23)c2c1C(=O)c1ccccc1C2=O	119	72	94	98	116	89	92	102
CC(=O)N1N/C(=C2/C(C)=NC(=S)NC2c2ccccc2)CC1c1ccc(Cl)cc1 (centres undefined)	90	65	120	87	/	102	89	102
O=C(c1ccc(Cl)cc1)C(Nc1ccccc1)c1ccc(Cl)cc1 (centres undefined)	93	72	99	94	97	95	/	83
c1ccc(Nc2cccs2)nc1	98	96	107	97	104	103	115	107
COc1cc(-c2nn(-c3ccc(F)cc3)cc2C(=O)O)ccc1O	108	87	93	99	114	102	103	94
O=C(CSc1nnc(COc2cnc3ccccc3n2)o1)Nc1cccc(Cl)c1	140	80	108	103	119	92	98	97
CC1=C(C(=O)c2cnccn2)C(c2ccc(F)cc2)NC(=O)N1 (centres undefined)	113	75	/	105	112	102	105	102

One compound at a time, as listed above:
O=C(CSc1nnc(COc2cnc3ccccc3n2)o1)Nc1cccc(Cl)c1 across the screens: TK-10: 140; UO-31: 80; SK-OV-3: 108; 786-0: 103; RXF 393: 119; ACHN: 92; SN12C: 98; IGROV1: 97
Nc1nc(=S)[nH]c(=S)[nH]1 across the screens: TK-10: 98; UO-31: 80; SK-OV-3: 101; 786-0: 90; RXF 393: 109; ACHN: 99; SN12C: 99; IGROV1: 95

Random excerpt: 2 records from the list
SMILES	TK-10	UO-31	SK-OV-3	786-0	RXF 393	ACHN	SN12C	IGROV1
CC(=O)N1N/C(=C2/C(C)=NC(=S)NC2c2ccccc2)CC1c1ccc(Cl)cc1 (centres undefined)	90	65	120	87	/	102	89	102
Nc1nc(=S)[nH]c(=S)[nH]1	98	80	101	90	109	99	99	95

Later entries:
SMILES	TK-10	UO-31	SK-OV-3	786-0	RXF 393	ACHN	SN12C	IGROV1
COC(=O)C1Cc2c([nH]c3ccccc23)C2CCC(=O)N12 (centres undefined)	120&108	85&96	108&108	104&106	147&114	104&104	95&94	115&113
COc1c(N2CCNC(C)C2)c(F)cc2c(=O)c(C(=O)O)cn(C3CC3)c12 (centres undefined)	110	79	97	105	116	95	94	109
CC1(C)N=C(N)N=C(N)N1c1ccc(S(=O)(=O)Nc2ccccn2)cc1	92	89	122	101	107	102	92	105
NC(CS)C(=O)NNc1n[nH]c(=S)n1N (centres undefined)	101	83	104	98	/	105	100	100
COC1=CC(=O)C=C(OC)C1(O)CC(C)=O	106	84	117	112	95	115	98	125
O=C1c2ccc(S(=O)(=O)O)cc2C(=O)c2ccc(S(=O)(=O)O)cc21	100	90	114	110	110	98	97	108
O=C(CCC(=O)Nc1nccs1)Nc1ccc(S(=O)(=O)N2CCOCC2)cc1	116	77	114	119	116	100	114	102
CCOc1ccccc1-c1nc2ccccc2s1	96	79	106	102	107	99	104	76
O=C(Nc1ncc(Cc2cc(Cl)ccc2Cl)s1)c1cccs1	68	63	72	78	56	61	65	59
N#Cc1c(-c2ccc(Cl)cc2)nc(N/N=C/c2cccc(F)c2)nc1N1CCOCC1	123	63	106	100	90	90	96	83
CCc1ccc(C2=C/C(=C/c3ccc(F)cc3)C(=O)N2CCc2ccc(S(N)(=O)=O)cc2)cc1	95	76	/	96	108	82	89	88
COc1ccc(CCN2CCN(c3cccc(Cl)c3)CC2)cc1OC	104	75	99	84	95	95	89	87
CC1=CC(O)(C2(O)C=C(C)CC(C)(C)C2)CC(C)(C)C1 (centres undefined)	129	78	102	105	/	92	101	98
CCCOc1ccc(-c2nc(-c3ccc(N)cc3)cs2)cc1	125	77	105	87	99	97	95	95
COc1ccc(C(=O)NCC(C)C)cc1OC	94	93	110	102	103	/	98	98
O=c1oc2c(Br)cc(Br)cc2cc1-c1cc(-c2ccc(-c3cc(-c4cc5cc(Br)cc(Br)c5oc4=O)nc(-c4cc5cc(Br)cc(Br)c5oc4=O)c3)cc2)cc(-c2cc3cc(Br)cc(Br)c3oc2=O)n1	107	81	101	111	119	103	107	106
CCN(CC)CCCC(C)n1c2nc(=O)[nH]c(=O)c-2nc2cc(Cl)ccc21 (centres undefined)	104	90	113	105	113	108	101	108
COC(=O)[C@H](Cc1ccc(O)cc1)NC(=O)C1(C)CCC[C@]2(C)[C@H]3C[C@H]4C(C(C)C)=C[C@]3(CC[C@@H]12)[C@@H]1C(=O)OC(=O)[C@@H]14 (some centres undefined)	101	88	/	101	102	98	96	96
Nc1nc(=S)c2ncn(C3CCCC3)c2[nH]1	108	111	108	117	97	101	106	113
Nc1[nH]c(=O)[nH]c(=O)c1N=Nc1ccc(S(=O)(=O)Nc2nccs2)cc1	99	74	90	99	112	100	103	107
Fc1cccc(COc2nccnc2NC(=S)Nc2cccc(Cl)c2)c1	130	63	97	104	117	85	90	87
Nc1[nH][nH]c2nc3c(cc12)nc1ccccc13	103	79	103	97	83	91	90	88
CC(=O)Nc1ccc(-n2c(CO)nc3cc(-c4ccc(O)cc4)ccc32)cc1	90	65	86	72	78	80	79	79
COc1ccc(Cl)c([N+](=O)[O-])c1	96	91	98	99	108	107	99	108
CCOC(=O)c1ccc2c(c1)[n+](=O)c(C(=O)Nc1ccccc1)c(C)n2[O-]	113	72	94	100	99	99	100	63
Cc1ccccc1OCc1ccccc1Br	99	94	115	104	105	102	97	95
C#Cc1cccc(Oc2ccccc2NC(=O)CCl)c1	98[8.25 µM]	55[8.25 µM]	121[8.25 µM]	91[8.25 µM]	/	85[8.25 µM]	77[8.25 µM]	64[8.25 µM]
O=C(C[n+]1cccc2c3ccccc3ccc21)C(F)(F)F	102	49	104	101	111	101	98	94
CCOC(CCC#N)c1ccc(Cl)cc1 (centres undefined)	102	95	109	103	172	96	101	107
Clc1ccccc1/C=C/C=C1c2ccccc2-c2ccccc21	186	100	93	109	128	113	111	98
CC(O)C(O)C(N)CC=O (centres undefined)	104	103	115	98	101	101	104	/
Cc1ccc(-c2cssc2=S)cc1	126	82	101	98	82	100	101	/
COc1ccc(-n2nnc3c(sc4ncc(Cl)cc43)c2=O)cc1	111	94	101	91	95	96	101	104
CS(=O)(=O)c1ccc(-c2nn(-c3ccccc3)cc2/C=N/NC(=O)c2ccccc2)cc1	104	74	118	88	110	93	94	101
C=C(C)[C@@H]1CC[C@]2(C(=O)O)CC[C@]3(C)[C@H](CC[C@@H]4[C@@]5(C)C/C(=C/c6cccc(I)c6)C(=O)C(C)(C)[C@@H]5CC[C@]43C)[C@@H]12	30	24	24	25	52	31	31	48
N#Cc1c(-c2cccs2)cc(-c2ccncc2)[nH]c1=O	105	79	101	102	98	96	99	103

Rewritten with each value named: entries from further up.
C#Cc1cccc(Oc2ccccc2NC(=O)CCl)c1
  TK-10 = 98[8.25 µM]; UO-31 = 55[8.25 µM]; SK-OV-3 = 121[8.25 µM]; 786-0 = 91[8.25 µM]; RXF 393 = /; ACHN = 85[8.25 µM]; SN12C = 77[8.25 µM]; IGROV1 = 64[8.25 µM]
O=C(C[n+]1cccc2c3ccccc3ccc21)C(F)(F)F
  TK-10 = 102; UO-31 = 49; SK-OV-3 = 104; 786-0 = 101; RXF 393 = 111; ACHN = 101; SN12C = 98; IGROV1 = 94
CCOC(CCC#N)c1ccc(Cl)cc1 (centres undefined)
  TK-10 = 102; UO-31 = 95; SK-OV-3 = 109; 786-0 = 103; RXF 393 = 172; ACHN = 96; SN12C = 101; IGROV1 = 107
Clc1ccccc1/C=C/C=C1c2ccccc2-c2ccccc21
  TK-10 = 186; UO-31 = 100; SK-OV-3 = 93; 786-0 = 109; RXF 393 = 128; ACHN = 113; SN12C = 111; IGROV1 = 98

New compounds follow
SMILES	TK-10	UO-31	SK-OV-3	786-0	RXF 393	ACHN	SN12C	IGROV1
Nc1c(C(=O)c2ccccc2)sc2nc(-c3cccs3)cc(C(F)(F)F)c12	96	103	84	86	/	82	91	101
COc1cc(-c2nc(-c3nnc(-c4ccc(Cl)cc4)o3)c3ccccn23)cc(OC)c1OC	95	73	67	/	79	70	93	82
CCCCCOC(=O)c1c(C)[nH]c(/C=C2\N=C(c3ccc[nH]3)C=C2OC)c1C	4.5*	-70*	8.8*	-17*	-47*	-72*	3.4*	-14*
COC(=O)/C=C1\S/C(=N\NS(=O)(=O)c2ccc(C)cc2)N(Cc2ccccc2)C1=O	125	92	114	105	104	95	94	110
CCOc1ccc2nc(NC(=O)c3cccnc3Nc3ccc(Cl)cc3Cl)sc2c1	120	71	90	100	81	89	91	101
COC(=O)C1(C2(C(=O)OC)NC(=S)NC(=O)C2C#N)CCCC1=O (centres undefined)	112	89	119	105	131	113	102	110
CCOC(=O)C(C)SC1=C(C)C(=O)c2ccccc2C1=O (centres undefined)	152	69	95	104	96	97	98	83
CC1(C)CC[C@]2(C(=O)O)CC[C@]3(C)C(=CC[C@@H]4[C@@]5(C)CC(=C/c6cccnc6)/C(=N/O)C(C)(C)[C@@H]5CC[C@]43C)[C@@H]2C1	101	73	89	102	117	92	84	103
CO[C@H]1[C@H](n2ccc(=O)[nH]c2=O)O[C@@](CO)(OC)[C@H]1O	93	91	88	95	99	107	97	92
CC(=O)N(C)c1ccc(N)c2c1C(=O)c1ccccc1C2=O	94	83	115	96	115	101	93	91
O=C(O)c1ccc2c(c1Sc1ccccc1)C(=O)c1ccccc1C2=O	87	77	101	106	99	95	97	92
CC(CN(C)C)OC(=O)Nc1ccccc1Cl (centres undefined)	85	92	111	94	110	/	102	110
COc1cc(-c2cc(-c3cccc(OCC(=O)O)c3)[nH]c(=O)c2C#N)ccc1O	128	86	101	97	100	100	110	113
O=C1CC(=O)N(c2ccccc2)O1	122	62	98	105	109	97	95	99
CS(=O)(=O)c1ccc(-n2nc(-c3ccc(-c4ccccc4)cc3)c3ccccc3c2=O)cc1	103	96	101	90	98	106	/	/
O=C(CN1C(=O)S/C(=C\C(Cl)=C\c2ccccc2)C1=O)NC1C=CS(=O)(=O)C1 (centres undefined)	-15*	-78*	99	-74*	-78*	-58*	-13*	-16*
COc1ccc(-c2nc(SCCC(C)C)nc(N3CCN(C)CC3)c2C#N)cc1	95	65	59	73	77	89	89	78
CS(=O)(=O)c1ccc(C(=O)N/N=C/c2ccccc2)cc1	95	91	93	100	121	111	96	108
CCn1c2ccccc2c2cc(NC(=O)c3ccccc3-c3ccccc3C(=O)O)ccc21	135	96	110	105	115	113	110	105
COc1ccc2c(c1)CCc1cn[nH]c1-2	141	67	95	107	90	59	94	99
CC(=O)c1c2c(n3ccccc13)C(=O)c1ccccc1C2=O	110	69	94	99	106	93	91	80
Clc1ccc(Sc2nc(NC3CCCCCC3)nc(Sc3ccc(Cl)cc3)n2)cc1	146	71	97	93	80	104	87	88
O=C(Cn1cc(COn2nnc3ccccc32)nn1)Nc1cccc(Cl)c1	103	86	100	102	114	100	96	101
Nn1c(SCC(=O)Nc2ccc(F)cc2)nnc1-c1ccc(NC(=O)c2cccnc2)cc1	106	94	101	103	108	105	95	107
COc1ccc(C(O)c2cc3c(N)c(C(=O)Nc4ccc(Br)cc4)sc3nc2C)cc1 (centres undefined)	40	43	28	50	/	38	36	44
O=[N+]([O-])c1ccc(OP(=O)(O)O)cc1	99	85	105	99	115	97	99	94
C/C(=N\NC(=S)N/N=C(\C)c1ccccc1)c1ccccc1	/	87	101	96	/	93	83	89
O=C(O)/C=C/c1ccc(Cl)cc1Cl	86	87	104	100	117	101	99	98
COc1nc2ccc(OCc3ccccc3)cc2cc1-c1nc2c(cnn2-c2ccc(Br)cc2)c(=O)[nH]1	105	81	102	99	111	98	99	98
COc1ccc(-c2nc(Nc3nc4ccccc4o3)nc3c2C(=O)CC(C)(C)C3)cc1	108	80	106	95	99	95	99	98
C=C(C)CSC(=S)NNc1ccccc1	160	67	100	104	106	94	100	101
O=C(CN1CCN(c2cc(=O)n(-c3ccccc3)c3ccccc23)CC1)Nc1ccccc1	93	48	85	83	83	76	86	71
CCCC1OC(c2ccc(C(C)C)cc2)OCC1CC (centres undefined)	97	101	85	/	115	99	105	112
O=c1nc(/C=C/c2cn[nH]c2-c2ccc(Cl)cc2)cc(C(F)(F)F)[nH]1	94	60	66	95	106	85	86	62
CCOc1ccc(NC(=O)Cn2cnc3c(cc(-c4ccccc4)n3-c3ccccc3)c2=O)cc1	117	80	108	92	98	108	98	105
CCOC(=O)c1sc(-c2ccc(OS(=O)(=O)c3cccs3)c(C=O)c2)nc1C	12	-4.3*	123	5.7*	19	0.4*	1.6*	-36*
Brc1csc2ncccc12	109	87	106	115	109	107	106	111
O=C(NCc1ccc(Cl)cc1Cl)C1CCC(=O)N1C(=O)Nc1ccccc1Cl (centres undefined)	105	82	108	101	100	101	100	96
CCN(CC)C(=O)c1cccc(OC)c1OC	/	/	91	110	129	105	107	/
NC(=O)c1ccc2nc3c(n2c1)C(=O)C(=O)c1ccccc1-3	-73*	-100*	-89*	-99*	-96*	-100*	-83*	-49*
C(=N\N=C\c1ccccc1)/c1ccccc1	110	94	115	95	98	105	101	113
CNc1nc2ncncc2[nH]1	96	90	88	106	111	101	/	/
CC1CC2(CC(CN(C3CCCCC3)C3CCCCC3)OC2=O)C(=O)O1 (centres undefined)	111	84	106	106	111	99	99	116
c1ccc(CCn2nnc3c(Nc4ccc(N5CCOCC5)nc4)ncnc32)cc1	117	92	106	98	/	113	96	111
Nc1ncnc2c1C(c1ccccc1Cl)c1ccc3ccccc3c1O2 (centres undefined)	104	63	87	98	112	80	96	83
